Abs 340nm: absorbance at 340 nm | 65,000 tested, under 10 active | AID 708 | fold change at 10 µM | compound absorbance at 340 nm, fold over control;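 active = at 10 µM dose, initial 340 nm absorbance at least 2 fold that of control wells; inactive = change under 2 fold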;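 also: initial absorbance extrapolated from kinetic A340 decline of NADH oxidation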
CatB inh: human cathepsin B inhibition | purified cathepsin B, fluorogenic substrate, fluorescence | P07858 | AID 453 | inhibition, %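 (tested at 10 µM)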 | 0.1% of 63,000 active; in the data active = inhibition above about 21%;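 also: 0% = enzyme with no compound and 100% = no enzyme blank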
FXIIa inh mix: factor XIIa (human) inhibition, mixture screen | inhibition, % at 5 µM | purified FXIIa, fluorogenic substrate, pooled mixtures | P00748 | 0.2% of 62,000 active | AID 684;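 also: 0% = enzyme without compound and 100% = no enzyme blank; some results filed as inactive read as strong as hits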
CatL block: inhibitors of human cathepsin L | purified cathepsin L, fluorogenic substrate, fluorescence | P07711 | AID 460 | inhibition, %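 (tested at 10 µM)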 | 0.17% of 58,000 active; in the data active = inhibition above about 45%;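 also: 0% = enzyme with no compound and 100% = no enzyme blank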
Cathepsin G inh: inhibitors of human cathepsin G; purified enzyme, AMC-tetrapeptide fluorescence, pooled mixtures; inhibition, % at 5 µM (by protocol); 0.2% of 62,000 active; AID 581;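 active = inhibition above 20% in each of the two mixture wells holding the compound; inactive = inhibition of 20% or less in either well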;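 also: 0% = enzyme control without mixture and 100% = blank lacking enzyme; strong numbers were not always called active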
Target sequence (P08311 21-244 limits assumed): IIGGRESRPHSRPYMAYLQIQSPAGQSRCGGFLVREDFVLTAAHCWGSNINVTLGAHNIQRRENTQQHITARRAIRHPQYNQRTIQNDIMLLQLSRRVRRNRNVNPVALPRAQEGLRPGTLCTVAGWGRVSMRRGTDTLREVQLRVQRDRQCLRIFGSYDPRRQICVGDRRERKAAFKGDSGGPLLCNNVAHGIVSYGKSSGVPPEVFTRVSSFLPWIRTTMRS
FXIa inh mix: blocks human factor XIa in pooled compound mixtures. inhibition, % at 5 µM. 0.19% of 62,000 active. P03951. purified FXIa, fluorogenic substrate;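 also: each value is inhibition by a whole ten-compound pool holding the compound; 0% = enzyme with no mixture and 100% = wells lacking enzyme; strong numbers were not always called active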
Target sequence (P03951 19-387 limits assumed): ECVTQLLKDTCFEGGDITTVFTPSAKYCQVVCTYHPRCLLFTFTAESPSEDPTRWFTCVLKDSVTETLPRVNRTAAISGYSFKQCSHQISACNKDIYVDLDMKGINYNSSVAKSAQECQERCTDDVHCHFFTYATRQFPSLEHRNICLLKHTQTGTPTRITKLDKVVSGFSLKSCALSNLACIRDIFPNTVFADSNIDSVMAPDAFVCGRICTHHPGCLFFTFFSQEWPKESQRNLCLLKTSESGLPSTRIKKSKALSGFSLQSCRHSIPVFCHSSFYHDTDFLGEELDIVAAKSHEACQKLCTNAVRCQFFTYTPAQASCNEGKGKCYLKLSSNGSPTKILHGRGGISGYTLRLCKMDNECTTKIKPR
Target sequence (P03951 388-625 limits assumed): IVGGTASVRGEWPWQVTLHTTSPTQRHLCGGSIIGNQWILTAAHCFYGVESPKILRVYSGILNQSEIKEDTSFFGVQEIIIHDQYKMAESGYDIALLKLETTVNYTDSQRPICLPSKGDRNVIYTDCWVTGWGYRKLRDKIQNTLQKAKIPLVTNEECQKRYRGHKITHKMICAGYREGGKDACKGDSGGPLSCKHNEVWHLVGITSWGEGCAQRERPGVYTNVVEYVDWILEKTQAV
CatS inh: human cathepsin S inhibition; recombinant cathepsin S, AMC dipeptide fluorescence, pooled mixtures; inhibition, %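 (tested at 5 µM per compound within 10-compound mixtures)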; 0.06% of 62,000 active; AID 501; in the data active = inhibition above about 32%, passing the limit was not always enough;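 also: 0% = enzyme without compound and 100% = blank without enzyme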
Target sequence (P25774 115-331 limits assumed): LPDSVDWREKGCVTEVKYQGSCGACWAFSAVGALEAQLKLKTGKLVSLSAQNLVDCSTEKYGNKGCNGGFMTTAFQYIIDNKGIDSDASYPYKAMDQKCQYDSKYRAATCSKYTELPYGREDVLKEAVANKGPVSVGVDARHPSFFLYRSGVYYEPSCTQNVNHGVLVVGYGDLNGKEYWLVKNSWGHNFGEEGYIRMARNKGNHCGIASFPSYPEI
CatB mix inh: inhibitors of human cathepsin B in compound mixtures; Purified cathepsin B, AMC dipeptide fluorescence; 0.06% of 62,000 active; AID 488; inhibition, %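 (ten-compound pools at 5 µM per compound and 50 µM total)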; in the data active = inhibition above about 22%, passing the limit was not always enough;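 also: 0% = enzyme without compound and 100% = no enzyme blank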
C1s block: human complement C1s inhibition; purified C1s, fluorogenic AMC substrate, pooled mixtures; P09871; AID 538; mean inhibition % of two 10-compound mixtures (stronger effect = higher value), % at 5 µM (by protocol); 0.16% of 62,000 active;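 active = inhibition above 20% in each of the two 10-compound mixture wells holding the compound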;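 also: 0% = enzyme wells lacking compound mixture and 100% = no-enzyme blank wells; some compounds called inactive have numbers as strong as hits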
* = called active by the depositor; x = no result given. Rule as the data show it, unless noted: active = inhibition above about 20% (passing the limit was not always enough); inactive = the rest. Only part of the results is shown; rates above refer to the full screens.

nr	SMILES	Abs 340nm	CatB inh	FXIIa inh mix	CatL block	Cathepsin G inh	FXIa inh mix	CatS inh	CatB mix inh	C1s block
1	Cc1ccc(OCC(=O)Nc2ccc(N3CCCC3)cc2)cc1C	1	3	-19	61*	-3	4	-5	4	2
2	c1ccc2cc3[nH]c(CN4CCCCC4)nc3cc2c1	1.1	-2	-10	-4	8	7	-2	4	3
3	O=c1[nH]c(=O)n(C2CCCO2)cc1Br (stereo not given)	1.1	5	1	12	8	2	8	3	10
4	CC(=O)Nc1ccc(S(=O)(=O)NC(CC(=O)N(C)Cc2ccccc2)C(C)C)cc1 (stereo not given)	1	3	0	18	14	-2	5	-1	13
5	O=C(Nc1cc(C(F)(F)F)ccc1F)C1CCC1	1	1	0	2	6	1	-8	-1	-40
6	O=C(Nc1ccc2c(c1)CCC2)c1cnn2c1NC(c1ccco1)CC2C(F)(F)F (stereo not given)	1.1	-3	15	-6	7	-1	1	2	5
7	CCc1nnc(NC(=O)CCC(=O)N2CCN(Cc3ccccc3)CC2)s1	1	-1	6	-5	9	4	-6	3	4
8	COc1ccc(NC(=O)c2ccc(Cl)c(S(=O)(=O)N3CCc4ccccc4C3)c2)cn1	1	2	2	25	9	19	11	5	11
9	O=S(=O)(Cc1ccccc1)N1CCC(c2nc(-c3cccs3)no2)CC1	1	1	-2	-14	0	-6	-10	-5	-49
10	Clc1ccc(Br)cc1-c1nc(-c2ccncc2)no1	1.1	2	3	21	10	5	9	2	16
11	COc1ccccc1C(c1nnnn1C(C)(C)C)N1CCN(C(=O)c2ccco2)CC1 (stereo not given)	1	-4	9	-6	4	9	0	-6	2
12	O=C1CCCc2nc(NCc3ccco3)ncc21	1	7	0	25	4	2	-2	9	-17
13	O=C(Cn1c(C(=O)N2CCN(C3CCCCC3)CC2)cc2sccc21)c1ccccc1	0.97	-1	4	2	-10	5	-2	4	-8
14	CC(C)COC(=O)N(C)c1ccc(C(O)(C(F)(F)F)C(F)(F)F)cc1	1	7	3	1	-1	6	-3	2	0
15	COc1cc(Cl)c(C)cc1NC(=O)COC(=O)c1cnc(C)cn1	0.99	2	-15	1	-3	-1	4	1	-8
16	CCOc1ccccc1-c1nc(-c2cc3ccc(C)cc3[nH]c2=O)no1	1.1	2	0	x	10	8	7	-3	11
17	Cc1cccc(NC(=O)c2ccccc2Br)n1	1	1	3	-9	12	10	-4	4	17
18	CCN(CC)c1ccc(C2CC(=O)Nc3cc(OC)c(OC)cc32)cc1 (stereo not given)	1	5	-17	-7	8	1	-11	2	2
19	COc1ccc(C2C(C#N)=C(N)Oc3n[nH]c(C)c32)cc1CN1CCN(c2ccc(F)cc2)CC1 (stereo not given)	1.1	5	-3	x	-4	4	-4	0	-2
20	c1ccc2c(c1)N1CCN=C1N2CCN1CCCCC1	1	0	10	15	-4	3	13	7	-10
21	C/C(N)=C(/C#N)C(=O)COc1ncnc2ccccc12	1	4	0	3	-3	1	-6	0	-12
22	CC(C)CNS(=O)(=O)c1ccc(S(=O)(=O)N2CCCN(Cc3ccccc3)C2)cc1	0.98	-6	5	-6	1	8	8	-3	0
23	COc1cccc(C2NC(=O)NC(C)=C2C(=O)OCCSC)c1OC (stereo not given)	1	1	-6	9	12	7	-4	-4	10
24	Cc1ccc(Cn2nnc3c(=O)n(Cc4ccccc4C)cnc32)cc1	1	4	-5	4	1	10	18	2	1
25	Cc1cc(C)nc(SCC(=O)Oc2ccc3oc(=O)cc(C)c3c2)n1	1.1	2	3	-4	16	4	1	3	16
26	Nn1cc(-c2ccccc2)nc1SCC(=O)NCCN1C(=O)CSC1=O	1	2	-20	0	3	-1	-2	-6	-21
27	CCOC(=O)c1sc(=S)n(-c2ccccc2OC)c1N	1.1	2	5	18	9	7	5	2	-16
28	NS(=O)(=O)c1ccc(CCNC2CC(=O)N(Cc3ccccc3)C2=O)cc1 (stereo not given)	1	-2	-1	-2	-2	4	-2	6	-13
29	O=C1C2C3c4ccccc4C(c4ccccc43)C2C(=O)N1Cc1ccco1 (stereo not given)	1.1	4	-18	7	7	2	-2	-1	12
30	Cc1cccc(NC(=O)c2cc(-c3ccco3)nc3ccccc23)n1	1.1	-9	6	-36	-3	6	-14	5	-14

3 entries from above, arranged by their value in FXIIa inh mix, descending:
nr	SMILES	Abs 340nm	CatB inh	FXIIa inh mix	CatL block	Cathepsin G inh	FXIa inh mix	CatS inh	CatB mix inh	C1s block
6	O=C(Nc1ccc2c(c1)CCC2)c1cnn2c1NC(c1ccco1)CC2C(F)(F)F (stereo not given)	1.1	-3	15	-6	7	-1	1	2	5
20	c1ccc2c(c1)N1CCN=C1N2CCN1CCCCC1	1	0	10	15	-4	3	13	7	-10
4	CC(=O)Nc1ccc(S(=O)(=O)NC(CC(=O)N(C)Cc2ccccc2)C(C)C)cc1 (stereo not given)	1	3	0	18	14	-2	5	-1	13

(continued)
nr	SMILES	Abs 340nm	CatB inh	FXIIa inh mix	CatL block	Cathepsin G inh	FXIa inh mix	CatS inh	CatB mix inh	C1s block
31	CCOC(=O)C1CCCN(C(=O)c2cc3c(-c4cccc(OC)c4)nn(C)c3s2)C1 (stereo not given)	0.98	3	9	2	23	11	16	12	11
32	CCOC(=O)C1CCN(C(c2cc3c(C)ccc(C)c3[nH]c2=O)c2nnnn2C2CCCCC2)CC1 (stereo not given)	1.1	4	6	1	28	8	-3	3	2
33	Cc1ccc(SCc2[nH]nc3c2C(c2ccco2)C(C#N)=C(N)O3)cc1 (stereo not given)	1	1	-17	1	-16	-5	-2	-2	-27
34	COCCNc1nc(-n2nc(C)cc2C)nc2sc3c(c12)CCCC3	1.1	6	1	-4	-8	2	14	2	-16
35	CCC(C)[C@H](NC(=O)Nc1cccc(OC)c1)C(=O)OC (stereo not given in full)	1	1	2	-3	5	-6	-29	2	-37
36	Cc1nc(SCC(C)C)[nH]c(=O)c1Cc1ccccc1	1	1	3	-6	8	0	1	4	7
37	C=CCn1c(C#N)c(N)sc1=N	0.99	0	5	1	9	9	-4	4	18
38	C=CCSc1nc2c(c(=O)[nH]c(=O)n2C)n1Cc1ccc(C)cc1	1	-5	3	x	17	20	-14	34	-14
39	O=C(Cc1cccs1)Nc1ccc(S(=O)(=O)N2CCCCC2)cc1	1	6	5	8	8	7	0	3	5
40	COC(=O)[C@H](C)NC(=O)NCc1ccco1	1	0	5	-5	-1	6	-2	2	-1
41	Cc1ccccc1N1C(=O)N(c2cccc(C(F)(F)F)c2)C2CS(=O)(=O)CC21 (stereo not given)	0.98	-3	9	13	2	-1	-2	-3	-13
42	O=C(CSCc1ccc(Cl)cc1)c1ccco1	0.99	1	4	18	9	1	1	1	-3
43	CCOc1ccccc1OCC(=O)OCC(=O)Nc1ncc(Cl)cc1Cl	1	-3	40	4	0	4	-4	3	-33
44	O=C(Nc1ccc(N2CCOCC2)cc1)c1ccc2nc(-c3ccco3)c(-c3ccco3)nc2c1	1.1	-7	28	13	1	3	7	2	7
45	CC(=O)c1ccc(N2CCN(C(=O)c3ccco3)C(C)C2)c(F)c1 (stereo not given)	1.2	7	2	22	-3	4	15	4	-6
46	COc1ccc(NC(=O)Cn2nnc(-c3ccc(CN4CCOCC4)cc3)n2)c(OC)c1	1	1	12	2	-5	1	-6	0	-7
47	CCOC(=O)c1ccc2c(c1)N(CC(=O)N1CCCC1)C(=O)C(C)(C)O2	0.98	-1	0	20	3	-4	-3	-1	-38
48	O=C(CCCCn1c(=O)[nH]c2ccccc2c1=O)NCCC1=CCCCC1	0.99	3	3	26	-2	-2	5	-3	-5
49	COCCNC(=O)Cn1nc(C)c2ccccc2c1=O	0.99	-6	7	6	5	3	-7	-4	-5
50	CCCCNC(=O)c1ccc(N2CCOCC2)c(NS(=O)(=O)c2ccc(OC)cc2)c1	1	2	4	16	12	1	-2	2	2
51	Cc1cc(=O)oc2ccc(OC(=O)c3cccc(S(=O)(=O)N4CCOCC4)c3)cc12	1	3	-21	1	-5	3	-3	-1	3
52	OCC12COC(c3ccccc3)N1C(c1ccccc1)OC2 (stereo not given)	1	1	12	25	5	1	2	1	9
53	Nc1nc(CN2CCN(c3ccccn3)CC2)nc(Nc2ccc(F)cc2)n1	1	0	3	-3	13	5	1	4	17
54	CCN(CC)CCCNC(=O)c1nn(-c2cccc(OC)c2)c(=O)c2ccccc12	1	-1	10	6	35	5	-2	3	21
55	CCOc1ccc(N2CC(C(=O)NCCCN3CCOCC3)CC2=O)cc1 (stereo not given)	1.1	2	2	8	9	1	-4	1	-2
56	Cc1ccc(S(=O)(=O)N=C2SCCCS2)cc1	1	2	1	x	11	1	4	-6	4
57	O=C1NCCN1Cc1cccc(Cl)c1	1	1	5	17	1	-2	7	0	2
58	O=C(CSc1n[nH]c(-c2cccs2)n1)NCc1cccs1	0.99	-1	9	x	0	-18	-7	-3	-90
59	CCN(CC)c1ccc2cc(C(=O)Nc3ccc(-n4cnnn4)c(OC)c3)c(=O)oc2c1	1.1	-6	0	-25	22	7	9	3	-5
60	CCOC(=O)NCc1ccc(S(=O)(=O)Nc2ccccc2C)cc1	1	-2	1	17	10	5	4	1	15
61	CCCCn1c(=O)n(C)c(=O)c2c(C(F)(F)F)cc(-c3ccncc3)nc21	1.1	6	44*	4	8	6	17	6	38
62	Cc1sc2ncn3cnnc3c2c1C	1	-2	10	14	1	9	6	9	2
63	Nc1nnc(SCc2coc(-c3ccc(Cl)cc3)n2)s1	1	-2	10	16	0	3	5	1	5
64	Cc1ccc(/C=c2\sc3nc(-c4cccs4)nn3c2=O)o1	1.1	1	2	-3	24	8	-9	4	46
65	Cn1c(=O)c2cc(NCc3ccccc3)nnc2n(C)c1=O	1.1	3	2	9	-8	0	0	-2	-28
66	CC(=O)C1=C(C)Nc2ncnn2C1c1ccccc1Cl (stereo not given)	1	3	1	0	9	4	0	3	-5
67	Cc1cc2oc3c(c(=O)c2cc1C)C(c1ccc(C(C)C)cc1)N(CCCN1CCOCC1)C3=O (stereo not given)	1.1	-1	-15	x	7	8	2	1	0
68	CCC(C(=O)Nc1ccccc1OC)n1c(C(=O)OC)cc2ccsc21 (stereo not given)	1	-4	7	-9	2	2	-5	0	-1
69	CCN(CC)S(=O)(=O)c1ccc(F)cc1	0.99	-3	6	8	-2	0	10	4	-20
70	O=C(NCCCN1CCCC1=O)c1ccc2c(=O)n(Cc3ccco3)c(=S)[nH]c2c1	0.99	0	0	11	-23	-11	3	-5	-38
71	COc1ccc(S(=O)(=O)N(C)CC(=O)N2CCN(C)CC2)cc1C	1	1	9	-1	9	-2	5	-3	-3
72	CC1CCCCN1C(=O)CSc1ccc(-c2ccc(F)cc2)nn1 (stereo not given)	1	-1	8	-1	9	0	-3	3	11
73	CN(C1CCCCC1)S(=O)(=O)c1ccc(NC(=O)CCC(=O)O)cc1	1.1	2	7	8	7	0	1	13	8
74	CCOc1cc(CNC(=O)CN2C(=O)c3ccccc3S2(=O)=O)ccc1OC	1	6	7	4	-4	12	16	2	-1
75	COc1cccc(C(=O)N(Cc2ccc(N(C)C)cc2)C2CCS(=O)(=O)C2)c1 (stereo not given)	1	4	-2	-4	-2	0	-18	2	-3
76	CCCOc1ccc(N2C(=O)CC(N(O)c3ccccc3)C2=O)cc1 (stereo not given)	1	1	6	-14	1	5	-13	3	-15
77	COc1cccc(NC(=O)N2CCN(Cc3nc4ccccc4c(=O)[nH]3)CC2)c1	1	6	4	-8	0	-13	-1	0	-27
78	O=C(/C=N/O)Nc1ccccc1C(=O)O	1	1	-21	0	9	6	-8	0	6
79	COc1ccccc1N1CCN(c2nc(N)c(C#N)c(CC#N)c2C#N)CC1	1.1	-2	4	-3	-1	2	1	1	8
80	COc1ccc(OC(=O)CCCN2C(=O)c3ccccc3C2=O)cc1	1	5	7	13	11	11	15	6	15
81	CCOc1ccccc1NS(=O)(=O)c1ccc(Br)s1	1	2	6	4	10	6	-3	4	-4

Source: PubChem BioAssay
